Rv3671c protease: inhibits the M. tuberculosis serine protease Rv3671c. P9WHR9. inhibition, % at 5.96 µM. 0.048% of 320,000 active; in the data active means inhibition above about 38%;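 further: extracellular domain of Rv3671c used as enzyme; 0% = enzyme with DMSO and 100% = no enzyme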
Target sequence (P9WHR9 whole entry, looked up, the tested form may be a part): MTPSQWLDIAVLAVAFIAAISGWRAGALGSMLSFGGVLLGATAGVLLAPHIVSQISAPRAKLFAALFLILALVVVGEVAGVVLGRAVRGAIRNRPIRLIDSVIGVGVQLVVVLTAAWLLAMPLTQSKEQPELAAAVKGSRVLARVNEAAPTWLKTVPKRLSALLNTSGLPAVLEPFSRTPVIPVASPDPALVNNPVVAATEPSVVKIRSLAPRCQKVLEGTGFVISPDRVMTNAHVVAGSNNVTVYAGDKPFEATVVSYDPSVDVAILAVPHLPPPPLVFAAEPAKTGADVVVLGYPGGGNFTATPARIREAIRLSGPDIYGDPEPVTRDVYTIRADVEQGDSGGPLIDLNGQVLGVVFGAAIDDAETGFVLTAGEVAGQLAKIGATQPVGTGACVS
PriA SSB inh: K. pneumoniae PriA-SSBct interaction inhibition; AlphaScreen SSBct-PriA binding, biotinylated peptide; inhibition, % at 33 µM; 0.6% of 430,000 active; in the data active means inhibition mostly above about 37%, no sharp cut-off; inactive means mostly below about 20%;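 further: plate controls were negative control peptide for no effect and reference peptide for full effect; strong numbers were not always called active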
MazF activator: increases E. coli MazEF RNase cleavage of RNA; P0AE70; activation, % at 20 µM; FAM/BHQ RNA-DNA oligo cleavage fluorescence, 5 h; 0.32% of 350,000 active; in the data active means activation above about 50%
Target sequence (P0AE70 whole entry, looked up): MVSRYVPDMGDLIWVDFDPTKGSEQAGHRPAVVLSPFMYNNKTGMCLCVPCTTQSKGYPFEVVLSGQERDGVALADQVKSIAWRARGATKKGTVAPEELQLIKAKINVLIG
Anthrax LF inh2: anthrax lethal factor protease inhibition; AID 588501; multiplex microsphere protease cleavage assay, LF; inhibition, % at 10 µM; P15917; 0.12% of 360,000 active; in the data active means inhibition above about 30%; further: plate controls were buffer without enzyme for full effect and enzyme alone for no effect
VHR inh abs: inhibitors of human VHR1 phosphatase (DUSP3); 0.52% of 290,000 active; P51452; AID 1654; inhibition, % at 13.3 µM; recombinant VHR phosphatase, pNPP absorbance; in the data active means inhibition above about 50%; further: some compounds called inactive have numbers as strong as hits
Target sequence (P51452 whole entry, looked up): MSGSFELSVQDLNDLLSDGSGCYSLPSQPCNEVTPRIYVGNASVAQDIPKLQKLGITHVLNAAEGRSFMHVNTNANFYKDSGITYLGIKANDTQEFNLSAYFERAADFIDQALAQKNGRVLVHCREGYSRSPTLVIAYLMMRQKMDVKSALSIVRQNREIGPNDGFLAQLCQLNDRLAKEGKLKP
BH1578 lux ind: induces V. cholerae light production without autoinducers; V. cholerae BH1578 lux reporter, luminescence, 6 h; activation, % at 18.7 µM; 0.16% of 350,000 active; in the data active means activation mostly above about 9.7%, no sharp cut-off; further: not every result past the cut was called active; inactives centre near 0; reference of the scale not given here
TcdB inh: blocks C. difficile toxin B glycohydrolase activity. TcdB glycohydrolase enzymatic assay, plate reader. 0.24% of 350,000 active. inhibition, % at 9.99 µM. P18177; in the data active means inhibition above about 10%
SARS 3CLpro inh: SARS-CoV 3CLpro protease inhibition; P0C6X7; recombinant SARS-CoV 3CLpro, quenched FRET peptide cleavage; inhibition, % at 6 µM; 0.14% of 290,000 active; AID 1706; in the data active means inhibition above about 12%
Y pestis TopoI: blocks Yersinia pestis topoisomerase I activity. AID 504884. Y. pestis Topo-I cleavage product accumulation, plate reader. 0.064% of 360,000 active. activity, % at 10 µM; in the data active means activity above about 50%, passing the limit was not always enough; further: inactives centre near 2
PfHsp40 yeast: restores yeast growth despite PfHsp40 toxicity; S. cerevisiae expressing PfHsp40, growth rescue, ATP luminescence; growth rescue, % at 12.5 µM; 0.68% of 340,000 active; AID 504582; in the data active means growth rescue above about 28%, passing the limit was not always enough;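 further: yeast W303a lacking pdr1 and pdr3 grown in galactose medium; growth measured after three days at 30 °C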
An asterisk follows results filed as active; i = inactive; nt = no result given; & = joins results of further samples.

| smiles | Rv3671c protease | PriA SSB inh | MazF activator | Anthrax LF inh2 | VHR inh abs | BH1578 lux ind | TcdB inh | SARS 3CLpro inh | Y pestis TopoI | PfHsp40 yeast |
| --- | --- | --- | --- | --- | --- | --- | --- | --- | --- | --- |
| Cc1ccc(-c2nnn(CC(=O)N(CCCO)C(C(=O)NC3CCCC3)c3ccc(F)cc3)n2)o1 (stereo not drawn) | 3.5 | -4.5 | 4.4 | -8.6 | 13.0 | -5.6 | 0.9 | 3.1 | -3.6 | -0.4 |
| Cc1ccc(C(=O)NCC(=O)OCC(=O)c2ccccc2)s1 | -8.8 | -7.2 | 8.9 | 2.5 | nt | i | 1.5 | nt | 5.7 | -0.8 |
| COc1ccc2c(-c3ccc(S(N)(=O)=O)cc3)c(-c3ccc(S(C)(=O)=O)cc3)sc2c1 | -15.7 | -8.2 | -24.1 | -1.1 | nt | i | 1.1 | nt | 1.4 | -0.5 |
| O=C(c1nc2ccccn2c1CNCCCn1ncc2ccccc21)N1CCOCC1 | 3.0 | 1.2 | -7.4 | -1.1 | 21.9 | nt | 0.9 | -0.8 | -0.7 | 1.4 |
| Cc1ccc(NC(=O)c2csc(-c3ccccc3)c2C)cc1 | nt | -16.6 | -1.8 | 2.0 | 24.5 | -5.9 | nt | -2.4 | -5.7 | 0.2 |
| O=C1NC2(CCCCC2)N=C1c1ccc(Br)cc1 | -3.4 | -26.6 | -5.1 | 0.1 | 54.7* | -0.3 | nt | -3.5 | -5.9 | -1.2 |
| Cn1c(=O)c2c(nc(N3CCCCCC3)n2CCSc2nc3ccccc3o2)n(C)c1=O | -0.8 | -5.4 | 1.7 | 0.4 | 37.7 | 0.3 | -8.0 | 3.0 | -6.5 | 1.8 |
| CC1CCCCN1CC(=O)Nc1sccc1C#N (stereo not drawn) | -0.2 | -2.9 | -11.0 | -5.8 | 28.6 | -0.3 | nt | -4.3 | 3.8 | -0.6 |
| CC(=O)CC1(O)C(=O)Nc2ccccc21 (stereo not drawn) | 4.2 | 6.0 | 4.7 | -1.1&1.5 | 3.5 | -0.7&-0.5 | 0.1&-0.2 | 8.3 | 2.9&-5.5 | -1.2 |
| C[C@H](NC(=O)c1ccc(Cl)cc1)C(=O)OCn1nnc2ccccc2c1=O | 3.1 | -9.2 | 5.1 | -5.7 | nt | i | 1.5 | nt | 9.2 | -0.9 |
| Cc1cccc([C@@H]2[C@@H]3C(=O)N(Cc4ccccc4)C(=O)[C@@H]3[C@]3(C)C(=O)N(c4cccc(F)c4)C(=O)N23)c1 | 5.3 | 6.7 | -1.7 | -9.3 | nt | -0.9 | 1.0 | nt | 14.6 | -0.1 |
| COc1ccc(C2=Nc3cccc4cccc(c34)N2)cc1 | -6.4 | 14.8 | 3.3 | -7.9 | 10.4 | -6.7 | nt | 1.0 | -23.3 | -1.7 |
| CC(C)OCCCNCC(O)c1ccccc1 (stereo not drawn) | 1.6 | -4.3 | 8.3 | -11.3 | 34.1 | i | nt | -1.6 | -3.1 | 0.7 |
| Cc1[nH]nc2c1C(c1ccc(N(C)C)cc1)C1=C(CC(C)(C)CC1=O)N2 (stereo not drawn) | -1.0 | -2.3 | 0.4 | -0.4 | 1.2 | 4.5 | -10.2 | 2.6 | -4.0 | -0.2 |
| Cc1oc(-c2ccccc2Cl)nc1CS(=O)CC(=O)NCc1ccc2c(c1)OCO2 (stereo not drawn) | 2.4 | -23.4 | -6.1 | -3.2 | 6.5 | i | 0.4 | -4.8 | 36.2 | -0.8 |
| O=C(CNc1ccc(Br)cc1)c1ccccc1 | 3.3 | -3.9 | -1.0 | -9.8 | 15.7 | i | nt | 2.8 | 10.1 | 1.3 |

Whole records, looked up by structure:
COc1ccc(C2=Nc3cccc4cccc(c34)N2)cc1 is listed as Rv3671c protease: -6.4; PriA SSB inh: 14.8; MazF activator: 3.3; Anthrax LF inh2: -7.9; VHR inh abs: 10.4; BH1578 lux ind: -6.7; TcdB inh: nt; SARS 3CLpro inh: 1.0; Y pestis TopoI: -23.3; PfHsp40 yeast: -1.7
Cc1ccc(-c2nnn(CC(=O)N(CCCO)C(C(=O)NC3CCCC3)c3ccc(F)cc3)n2)o1 (stereo not drawn) is listed as Rv3671c protease: 3.5; PriA SSB inh: -4.5; MazF activator: 4.4; Anthrax LF inh2: -8.6; VHR inh abs: 13.0; BH1578 lux ind: -5.6; TcdB inh: 0.9; SARS 3CLpro inh: 3.1; Y pestis TopoI: -3.6; PfHsp40 yeast: -0.4

Next part.
| smiles | Rv3671c protease | PriA SSB inh | MazF activator | Anthrax LF inh2 | VHR inh abs | BH1578 lux ind | TcdB inh | SARS 3CLpro inh | Y pestis TopoI | PfHsp40 yeast |
| --- | --- | --- | --- | --- | --- | --- | --- | --- | --- | --- |
| Cc1cc(C)nc(/N=C(\N)Nc2cc([N+](=O)[O-])ccc2C)n1 | 0.5 | nt | -1.5 | -3.1 | 13.2 | i | nt | 1.9 | 3.5 | 0.2 |
| COC(=O)c1c(NC(=S)NC(=O)c2ccco2)sc2c1CCCC2 | -7.8 | -3.2 | 9.8 | -3.4 | 16.9 | i | nt | -3.1 | -5.3 | -1.0 |
| Cc1cc(C)nc(NCCCc2ccccc2)n1 | 3.4 | -21.2 | 8.4 | -1.1 | 31.3 | i | -0.4 | -1.0 | 0.3 | 0.6 |
| COc1ccccc1-n1c(C)c(C(C)=O)c2cc(O)ccc21 | 1.3 | 0.8 | 6.0 | nt | 9.8 | 0.0 | -5.1 | -0.8 | 6.7 | -0.8 |
| O=C(O)/C=C(\Oc1ccccc1)C1(O)CCCCC1 | -3.9 | -7.1 | -0.3 | -4.8 | 3.5 | -0.3 | -0.1 | -0.7 | -5.9 | 0.7 |
| CCOc1ccc(NC(=O)C2CC(=O)N(c3cc(C)cc(C)c3)C2)cc1 (stereo not drawn) | -5.6 | -11.0 | 0.1 | -10.2 | 6.0 | 0.3 | nt | 4.4 | 25.0 | 3.2 |
| N#Cc1ccc(-c2nc3cc(Cl)ccc3c(=O)n2O)cc1 | 10.4 | -4.8 | -1.6 | -8.6 | 5.2 | i | 1.7 | 2.1 | 1.4 | 135.6* |
| C/C(=N\NC(=O)CN1CCN(Cc2ccccc2)CC1)c1cccs1 | 8.5 | nt | 5.7 | 12.9 | 9.6 | 0.2 | 2.9 | 5.0 | -5.6 | 0.6 |

Compounds above that contain bromine (two):
| smiles | Rv3671c protease | PriA SSB inh | MazF activator | Anthrax LF inh2 | VHR inh abs | BH1578 lux ind | TcdB inh | SARS 3CLpro inh | Y pestis TopoI | PfHsp40 yeast |
| --- | --- | --- | --- | --- | --- | --- | --- | --- | --- | --- |
| O=C1NC2(CCCCC2)N=C1c1ccc(Br)cc1 | -3.4 | -26.6 | -5.1 | 0.1 | 54.7* | -0.3 | nt | -3.5 | -5.9 | -1.2 |
| O=C(CNc1ccc(Br)cc1)c1ccccc1 | 3.3 | -3.9 | -1.0 | -9.8 | 15.7 | i | nt | 2.8 | 10.1 | 1.3 |

Following part
| smiles | Rv3671c protease | PriA SSB inh | MazF activator | Anthrax LF inh2 | VHR inh abs | BH1578 lux ind | TcdB inh | SARS 3CLpro inh | Y pestis TopoI | PfHsp40 yeast |
| --- | --- | --- | --- | --- | --- | --- | --- | --- | --- | --- |
| O=C(COC(=O)/C=C/c1ccc([N+](=O)[O-])cc1)NC(=O)NC1CCCCC1 | -2.3 | 4.3 | -5.3 | 0.5 | nt | i | 0.5 | nt | -19.9 | -0.6 |
| O=C(COC(=O)C12CC3CC(CC(C3)C1)C2)Nc1ccccc1F | 5.3 | -20.8 | -4.8 | -0.3 | -11.3 | -0.4 | nt | 0.4 | 26.4 | -0.2 |
| COCCSc1nnc(NC(=O)c2cc(C(=O)OC)cc([N+](=O)[O-])c2)s1 | 3.9 | -18.4 | 5.0 | 2.4 | -3.2 | -0.4 | -0.5 | -2.0 | -9.9 | -0.2 |
| CC(=O)Nc1ccc(-c2cc3ccccc3o2)cc1 | 0.2 | -0.7 | -26.1 | nt | 22.6 | -0.2 | nt | -2.2 | 5.8 | 0.1 |
| COc1ccc(NC(=O)c2ccc(CNc3c(N4CCCC4)c(=O)c3=O)cc2)cc1Cl | 4.4 | -20.4 | 13.8 | 2.7 | 32.6 | -0.3 | 0.5 | -3.3 | -2.9 | -0.7 |
| COc1cc2[nH]c3c(=O)n(CCN4CCOCC4)cnc3c2cc1OC | 5.2 | -11.8 | -1.3 | 1.6 | -7.7 | 0.2 | 2.7 | -1.0 | 4.4 | 0.8 |
| COc1ccc(/C=C/C(=O)NC(=S)N2CCCC(C(N)=O)C2)cc1 (stereo not drawn) | 5.5 | -1.5 | 1.8 | -0.1 | 29.6 | -0.4 | 1.3 | 10.5 | 1.1 | -2.0 |
| CCCC(=O)C1=C(O)C(C(=O)OC)C(C)(C)CC1=Nc1ccc(OC)cc1 (stereo not drawn) | 1.9 | 0.7 | -7.3 | -2.0 | 19.7 | i | 2.0 | 3.5 | 20.0 | -0.8 |
| COCCNC(=O)C(c1ccc(C)cc1)N(C(=O)CCC(=O)Nc1ccccn1)c1cccc(C)c1 (stereo not drawn) | -0.9 | -1.5 | -11.9 | -1.6 | 13.0 | -0.5 | 1.5 | 3.6 | 29.1 | -1.0 |
| O=C(CSc1nnc(CNC(=O)c2ccc(F)cc2)o1)Nc1nccs1 | -0.3 | 16.6 | 1.9 | nt | 23.6 | i | 3.2 | -2.8 | 6.2 | -0.7 |
| CCCOc1ccc(/C=C2\SC(=S)N(CC3CCCO3)C2=O)cc1 (stereo not drawn) | -5.6 | 10.8 | -8.3 | 6.0 | -1.2 | -0.3 | nt | -2.7 | 0.6 | 0.0 |
| COc1ccccc1C(=O)NC(CCSC)C(=O)NCC(c1ccccc1OC)N1CCCC1 (stereo not drawn) | 6.4 | -4.5 | 7.9 | -1.1 | nt | -1.2 | 2.0 | nt | -3.9 | -0.2 |
| COc1ccc(NC(=O)C2Cc3c(-c4ccc5c(c4)OCO5)ccnc3O2)cn1 (stereo not drawn) | nt | nt | nt | -1.6 | nt | -0.7 | 0.2 | nt | -5.8 | nt |
| COc1ccc([C@H]2C[C@H](n3cc(-c4ccc(F)cc4)nn3)[C@@H](O)CN2CC2CCCCC2)cc1 | nt | nt | -9.5 | -0.6 | nt | -0.6 | -5.9 | nt | -8.3 | nt |
| Cc1ccc(C)c(NC(=O)CCC(=O)NNS(=O)(=O)c2ccc(Cl)cc2)c1 | -8.0 | -3.4 | -12.4 | -4.6 | nt | i | 1.6 | nt | -2.6 | -1.1 |
| CCCC1(c2ccccc2)NC(=O)N(CC(=O)Nc2ccc(N3CCOCC3)cc2)C1=O (stereo not drawn) | -4.8 | -5.5 | 6.9 | -3.3 | nt | -0.2 | -0.5 | nt | -10.6 | -0.6 |
| O=C(Nc1ccc2oc(=O)ccc2c1)c1ccco1 | -1.9 | -22.6 | -1.4 | 5.5 | 7.8 | i | nt | 2.3 | 0.6 | 1.5 |
| N#Cc1ccc(NN=Nc2ccccc2C#N)cc1 | nt | nt | 5.8 | -5.0 | nt | i | 0.0 | nt | -5.4 | nt |
| Cc1ccc(C(c2nnnn2C2CCCC2)N2c3ccccc3CC2C)cc1 (stereo not drawn) | 10.2 | -8.8 | -4.3 | -1.6 | 17.0 | -0.3 | 0.2 | 2.1 | 0.4 | -2.5 |
| O=C(CN1CCN(c2ccccc2F)CC1)NCc1ccc(Cl)cc1 | 3.1 | 0.2 | -0.8 | -7.1 | 38.8 | -1.3 | 0.6 | 1.8 | 2.9 | -0.2 |
| O=C(Nc1ccc(Cl)cc1)c1cccc(S(=O)(=O)Nc2ccccn2)c1 | -4.4 | -4.0 | 0.4 | -3.9 | 11.0 | i | 0.5 | 3.2 | -2.8 | -1.8 |
| c1ccc(Nc2nn[nH]n2)cc1 | 4.1 | -6.0 | 1.3 | 0.8 | -27.8 | i | -0.2 | 3.4 | -12.2 | -0.8 |
| N#CCCSCc1ccc(OCC(=O)O)cc1 | -2.8 | -16.3 | 9.9 | -2.4 | 9.4 | -1.6 | nt | -2.5 | 2.9 | -0.9 |

The list is partial; count on the stated rates, not on these rows.
